CHOP UPR activ: activators of apoptotic arm of unfolded protein response (CHOP) | CHO-CHOP luciferase reporter, UPR activation, luminescence; percent of tunicamycin response over DMSO baseline | activation, % at 10 µM | 330,000 compounds, 0.34% hits;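 active = at 10 µM dose, activation of 40% or more, normalized to positive control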;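 note: 100% = tunicamycin at 10 µg/mL and 0% = DMSO alone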
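Evaluation: % reporter activation, DMSO baseline versus tunicamycin full activation; System: CHO-CHOP luciferase reporter cell line; Input: 500 cells/well; Incubation: 6 h compound treatment, 37 °C; Measured by: Steady-Glo luciferase luminescence; Dosing: one dose, 10 µM in 0.5% DMSO; Buffer or medium: F12 medium, 10% FBS; Benchmarks: positive tunicamycin 10 µg/mL, negative DMSO alone.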
tim10-1 inh: tim10-1 yeast growth inhibition | S. cerevisiae tim10-1 ts strain growth, BacTiter-Glo, 24 h | inhibition, % at 20 µM | 330,000 compounds, 2.2% hits | AID 463190;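 active = inhibition of at least 40%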;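 note: mutant grown at 25 °C; 0% = DMSO wells with yeast and 100% = wells holding no yeast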
APJ agonist: agonists of human APJ apelin receptor. P35414. CHO-K1 APJ PathHunter beta-arrestin, luminescence; 0% DMSO wells, 100% apelin. activation, % at 20 µM. 330,000 compounds, 0.11% hits. AID 2520;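 active = activation more than six SD over the plate average, tested at 20 µM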;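 note: 0% = DMSO alone and 100% = apelin-13 at 10 nM; some results filed as inactive read as strong as hits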
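Assay system: CHO-K1 cells stably expressing ProLink-tagged human APJ and arrestin–beta-gal acceptor. Compound dosing: 20 µM single point, 1% DMSO. Times: 16-18 h seeding, 90 min dark compound exposure, 60 min detection. Detection: beta-gal luminescence. Evaluation: APJ–arrestin association signal. Controls: negative DMSO alone, positive Apelin-13 at 10 nM.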
Mdm2-MdmX inh: disrupts the human Mdm2-MdmX interaction; inhibition, % at 8 µM; SaOS-2 split-luciferase Mdm2/MdmX complementation, luminescence; AID 485346; 330,000 compounds, 3% hits;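 active = inhibition of at least 50% at 8 µM in the primary screen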
Target sequence (O15151 whole entry, looked up): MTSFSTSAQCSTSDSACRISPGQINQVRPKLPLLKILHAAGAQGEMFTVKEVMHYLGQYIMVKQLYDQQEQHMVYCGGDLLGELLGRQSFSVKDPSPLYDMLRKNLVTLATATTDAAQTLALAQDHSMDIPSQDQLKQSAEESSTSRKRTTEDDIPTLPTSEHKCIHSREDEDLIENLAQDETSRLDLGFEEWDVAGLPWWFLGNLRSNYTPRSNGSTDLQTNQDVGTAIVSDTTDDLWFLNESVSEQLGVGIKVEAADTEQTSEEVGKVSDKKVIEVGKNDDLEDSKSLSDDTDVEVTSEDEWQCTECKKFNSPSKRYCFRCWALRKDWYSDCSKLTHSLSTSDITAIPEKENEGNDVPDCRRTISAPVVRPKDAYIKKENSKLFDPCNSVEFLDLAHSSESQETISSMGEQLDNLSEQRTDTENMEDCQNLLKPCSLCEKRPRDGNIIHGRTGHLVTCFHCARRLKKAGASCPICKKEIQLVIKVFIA
Target sequence (Q00987 whole entry, looked up): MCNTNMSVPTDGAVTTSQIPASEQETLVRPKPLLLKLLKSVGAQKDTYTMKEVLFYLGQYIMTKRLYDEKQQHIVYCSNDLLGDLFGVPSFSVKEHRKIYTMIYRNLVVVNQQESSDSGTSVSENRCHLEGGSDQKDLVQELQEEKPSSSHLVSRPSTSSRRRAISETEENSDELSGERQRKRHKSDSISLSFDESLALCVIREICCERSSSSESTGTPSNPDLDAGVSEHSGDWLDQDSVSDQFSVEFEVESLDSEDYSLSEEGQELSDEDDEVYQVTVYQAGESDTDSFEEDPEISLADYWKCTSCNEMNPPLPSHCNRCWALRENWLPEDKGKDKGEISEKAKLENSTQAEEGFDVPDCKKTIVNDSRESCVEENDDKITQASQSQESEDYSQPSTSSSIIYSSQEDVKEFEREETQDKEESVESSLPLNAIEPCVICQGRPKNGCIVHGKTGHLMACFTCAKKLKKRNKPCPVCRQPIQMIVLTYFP
TIM10 inh: TIM10 yeast growth inhibition | inhibition, % at 10 µM | S. cerevisiae TIM10 strain growth, BacTiter-Glo luminescence, 24 h | 330,000 compounds, 1.4% hits;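 active = inhibition of 40% or more at the single tested concentration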;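 note: wild-type TIM10 isogenic control strain grown at permissive 25 °C; 0% = DMSO yeast wells and 100% = minimal medium wells without yeast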
NLRP3 yeast inh: blocks the NALP3 inflammasome reconstituted in yeast | Yeast reconstituted NLRP3/ASC/caspase-1, beta-gal luminescence, 24 h | 330,000 compounds, 0.39% hits | inhibition, % at 10 µM;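 active = inhibition of 50% or more; inactive = inhibition below 50%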;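 note: plate controls were induced DMSO wells for no effect and uninduced yeast grown without galactose for full effect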
tim23-1 inh: inhibits growth of tim23-1 mutant yeast; S. cerevisiae tim23-1 growth, BacTiter-Glo luminescence, 24 h; inhibition, % at 20 µM; 330,000 compounds, 1.3% hits; AID 463212;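 active = growth inhibition of the mutant yeast at or above 50%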;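 note: temperature-sensitive mutant grown at 25 °C; plate controls were DMSO-treated mutant yeast for no effect and medium wells lacking yeast for full effect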
XBP1 UPR activ: adaptive UPR (XBP1) activation; activation, % at 20 µM; 330,000 compounds, 0.33% hits; CHO-XBP1 luciferase reporter, IRE1-XBP1 UPR activation, luminescence; percent of tunicamycin response, DMSO as zero;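 active = versus positive control, 20 µM dose yields 30% or more activation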;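 note: 100% = tunicamycin at 10 µg/mL and 0% = DMSO only wells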
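Material – CHO cell line with stable XBP1 luciferase reporter · Buffer or medium – F12 plus 10% FBS · Compound – single point, 20 µM final compound, 1% DMSO · Schedule – 16-18 h cell attachment at 37 °C, then 6 h compound exposure · Signal – Steady-Glo luminescence read · Benchmarks – high control tunicamycin 10 µg/mL final, low control DMSO vehicle only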
GRIN3A LBD mod: NR3A (human) ligand-binding domain modulation | Tm shift relative to glycine control, % at 25 µM | AID 1259313 | NR3A LBD differential scanning fluorimetry, Tm shift; 0% = protein alone, 100% = glycine-bound protein | 340,000 compounds, 2.5% hits;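 active = melting temperature shift of at least 10% of the positive control shift, at one fixed dose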
* = called active by the depositor; nt = no result given. Rows are unselected. About 8.2% of those tested had a hit in this group.

SMILES | CHOP UPR activ | tim10-1 inh | APJ agonist | Mdm2-MdmX inh | TIM10 inh | NLRP3 yeast inh | tim23-1 inh | XBP1 UPR activ | GRIN3A LBD mod
CCCc1nnc(SCC(=O)N2CCCCC2C)n1CC (stereo not given) | -1.4 | 3 | -4 | 26 | 21 | -1 | -2 | 0 | -4
Cc1cc2cc(CN(Cc3cccs3)Cc3nnnn3CC3CCCO3)c(=O)[nH]c2cc1C (stereo not given) | -0.2 | 24 | 0 | -5 | 22 | 11 | 30 | -4 | 0
Cc1nn(-c2ccccc2)cc1/C=N/O | 1.1 | 2 | -4 | 1 | 14 | 18 | -2 | 0 | 3
O=C(Oc1ccccc1)c1ccc(NC(=O)c2ccco2)cc1 | 8.1 | 17 | 4 | -100 | 11 | 28 | 34 | 3 | -8
COC(=O)c1ccc(COC(=O)CNC(=O)c2cccc(OC)c2)o1 | -2.5 | 0 | 1 | 1 | -4 | -10 | -11 | -1 | 4
O=C(c1cc(COc2ccc(F)cc2Cl)on1)N1CCCC(OCc2cccnc2)C1 (stereo not given) | 2.9 | 44* | -3 | -3 | 8 | -7 | 20 | -2 | 3
CC(C)[C@@H](CO)NC(=O)c1ccc2c3n(nc2c1)-c1ccc(Cl)cc1CO3 | 0.1 | 16 | 14 | -60 | 10 | 15 | 19 | 0 | 7
CCc1nnc(NC(=O)CCC(=O)NCc2ccccc2OC)s1 | 1.0 | 3 | -1 | 9 | 3 | 0 | -2 | -1 | -2
COc1ccc(S(=O)(=O)N2CCCCCC2)cc1NS(=O)(=O)c1cc(C(=O)O)cc(C)c1C | 0.8 | 4 | -3 | 33 | 3 | -7 | 7 | 0 | 1
O=C(O)Cc1nc(-c2cccnc2)sc1-c1ccc(Br)cc1 | 1.4 | 4 | 2 | 9 | -6 | 10 | -5 | 0 | -1
CC(C)CN(C(=O)CCNC(=O)c1ccc([N+](=O)[O-])cc1)C1CCS(=O)(=O)C1 (stereo not given) | -1.7 | 9 | -1 | -2 | -3 | 12 | 7 | -1 | -2
COc1ccc2cc3cc(C(=O)Nc4ccccc4N4CCN(C)CC4)oc3nc2c1 | 2.6 | 55* | -6 | 101* | 44* | 39 | 22 | 40* | 1
CCOC(=O)CNC(=O)CN1C(=O)CCSc2ccccc21 | -2.3 | 1 | -2 | 17 | -4 | 9 | -1 | 0 | 0
CCOc1cc(CNCCc2ccc(S(N)(=O)=O)cc2)cc(Cl)c1OCc1ccccc1 | 7.7 | -1 | 5 | 67* | 27 | 6 | -9 | 9 | -16
Cc1noc(C)c1S(=O)(=O)N(C)Cc1ccccc1 | 1.2 | 10 | -1 | 7 | -12 | 4 | 15 | -4 | -2
O=S(=O)(c1ccc(Cl)nc1)N1CCC(Cc2ccccc2)CC1 | 0.1 | 0 | 0 | 13 | 2 | -2 | 10 | -2 | 1
C[C@H](CO)N1C[C@H](C)[C@@H](CN(C)S(=O)(=O)c2cccs2)Oc2ccc(NC(=O)Nc3ccc4c(c3)OCO4)cc2C1=O | -2.2 | 7 | -1 | 7 | 3 | 17 | -3 | 0 | -2
CC(C)CN(C(=O)C1CCCO1)C1CCS(=O)(=O)C1 (stereo not given) | -2.6 | 1 | -3 | -21 | 9 | 2 | 9 | -2 | nt
Cc1ccc(NC(=O)C(=O)NCC2CCCN2S(=O)(=O)c2cccs2)cc1C (stereo not given) | 3.1 | 21 | 2 | -1 | 1 | 12 | 22 | 0 | 0
CCOC(=O)c1cc(C)nc(S(C)(=O)=O)c1C#N | 0.7 | -4 | 1 | 19 | 11 | -13 | -6 | -1 | -1
COc1ccc(NS(=O)(=O)c2cc(NC(=O)c3cccc(OCc4c(C)noc4C)c3)ccc2OC)cc1 | 0.4 | 3 | 0 | 26 | -6 | -10 | 9 | -1 | -12
COc1cc(OC)c2c(-c3cccc(-c4ccc(OC)c(F)c4)c3)cc(=O)oc2c1 | 4.7 | -12 | nt | 68* | -32 | nt | 26 | 22 | 1
O=C(O)c1ccccc1OCCOCCOc1ccccc1C(=O)O | -0.3 | 6 | -5 | 12 | 11 | -4 | 1 | -2 | 0
Cc1ccccc1/C=N/NC(=O)CSc1nc2ccccc2o1 | 1.8 | 21 | -1 | -63 | 18 | 3 | 11 | 0 | -6
Cc1ccc(Sc2c(C=O)c3ccccc3n2C)cc1 | -2.8 | 18 | -2 | 81* | -8 | 27 | 22 | -1 | -4
Cc1ccc(S(=O)(=O)N2CCOCC2)cc1C(=O)NCc1cn2ccsc2n1 | 0.1 | 6 | -1 | 4 | 1 | 10 | 17 | -2 | -4
O=C(Nc1ccc(F)c(Cl)c1)C1CC2CCC1C2 (stereo not given) | -0.4 | 22 | -3 | -17 | 37 | -5 | 61* | -1 | -1
CC(NC(=O)Nc1cccc([N+](=O)[O-])c1)(C(F)(F)F)C(F)(F)F | 0.0 | 42* | 0 | 48 | 22 | 15 | 40 | -2 | -4
Clc1ccc(Cn2nnc3ccccc32)cc1 | 2.8 | -3 | -1 | -7 | 5 | 28 | 4 | -3 | 2
CC(C)(C)c1ccc(OC(=O)c2ccc3nsnc3c2)cc1 | 3.2 | -11 | 0 | -22 | 3 | 17 | 5 | 0 | 1

Six entries from above in a different format.
| Molecule | CHOP UPR activ | tim10-1 inh | APJ agonist | Mdm2-MdmX inh | TIM10 inh | NLRP3 yeast inh | tim23-1 inh | XBP1 UPR activ | GRIN3A LBD mod |
| --- | --- | --- | --- | --- | --- | --- | --- | --- | --- |
| CC(NC(=O)Nc1cccc([N+](=O)[O-])c1)(C(F)(F)F)C(F)(F)F | 0.0 | 42* | 0 | 48 | 22 | 15 | 40 | -2 | -4 |
| Clc1ccc(Cn2nnc3ccccc32)cc1 | 2.8 | -3 | -1 | -7 | 5 | 28 | 4 | -3 | 2 |
| Cc1ccc(Sc2c(C=O)c3ccccc3n2C)cc1 | -2.8 | 18 | -2 | 81* | -8 | 27 | 22 | -1 | -4 |
| Cc1ccccc1/C=N/NC(=O)CSc1nc2ccccc2o1 | 1.8 | 21 | -1 | -63 | 18 | 3 | 11 | 0 | -6 |
| CC(C)(C)c1ccc(OC(=O)c2ccc3nsnc3c2)cc1 | 3.2 | -11 | 0 | -22 | 3 | 17 | 5 | 0 | 1 |
| Cc1ccc(S(=O)(=O)N2CCOCC2)cc1C(=O)NCc1cn2ccsc2n1 | 0.1 | 6 | -1 | 4 | 1 | 10 | 17 | -2 | -4 |

Nothing new here: entries from further up.
SMILES | CHOP UPR activ | tim10-1 inh | APJ agonist | Mdm2-MdmX inh | TIM10 inh | NLRP3 yeast inh | tim23-1 inh | XBP1 UPR activ | GRIN3A LBD mod
CCOC(=O)c1cc(C)nc(S(C)(=O)=O)c1C#N | 0.7 | -4 | 1 | 19 | 11 | -13 | -6 | -1 | -1
COc1ccc(NS(=O)(=O)c2cc(NC(=O)c3cccc(OCc4c(C)noc4C)c3)ccc2OC)cc1 | 0.4 | 3 | 0 | 26 | -6 | -10 | 9 | -1 | -12

Going on with the list.
SMILES | CHOP UPR activ | tim10-1 inh | APJ agonist | Mdm2-MdmX inh | TIM10 inh | NLRP3 yeast inh | tim23-1 inh | XBP1 UPR activ | GRIN3A LBD mod
COc1ccc(NC(=O)CSc2nccn2C)cc1S(N)(=O)=O | -0.7 | 5 | 0 | -1 | -12 | 0 | -1 | 2 | -1
CCN(CC)S(=O)(=O)c1cccc(NC(=O)c2cc3ccccc3o2)c1 | 2.1 | 37 | 6 | 19 | 35 | -53 | 42 | 2 | -9
N#C/C(C(N)=O)=C1/CCc2ccccc2N1 | -2.3 | 11 | -6 | -18 | 12 | 21 | 22 | 3 | 5
CCCN1C=CC(=C/C=C(\C#N)C(=O)OCC)C=C1 | -0.7 | -2 | -5 | -27 | -20 | 31 | 7 | -2 | nt
COc1ccc2c(c1OC)C(=O)N(c1ccc(C)c(C)c1)C2=O | 4.4 | 14 | 0 | 5 | 1 | 32 | -12 | -1 | 2
FC(F)(F)c1cccc(Sc2nc(-c3ccccc3)nnc2C(F)(F)F)c1 | -6.0 | 40 | -5 | 55* | 15 | 3 | 22 | -11 | 0
COCCOc1cc(NC(=O)c2sccc2Oc2ccc([N+](=O)[O-])cc2F)c(Cl)cc1Cl | -0.6 | 23 | 7 | 38 | 17 | 10 | 29 | -4 | -11
Cc1ccc2c(c1)C1CN(C)CCC1N2C(=O)c1cccc(S(=O)(=O)N(C)C)c1 (stereo not given) | -1.2 | -3 | -2 | 15 | -9 | 12 | 0 | -3 | -3
CN(C)c1ccc(N2C(=NC(=O)COc3ccccc3)SC3CS(=O)(=O)CC32)cc1 (stereo not given) | -1.6 | 4 | 7 | 5 | 3 | 9 | -15 | 0 | -3
O=C(O)CCCCCNC(=O)CSc1nnc(-c2ccco2)n1-c1ccccc1 | 1.1 | 4 | -2 | 3 | -12 | 6 | -7 | -7 | -2
COc1ccc(/C=C2/SC(=O)N(CCNC(=O)C3COc4ccccc4O3)C2=O)cc1 (stereo not given) | 2.2 | -66 | -2 | 7 | -262 | 2 | -167 | 2 | -1
COc1cccc(CN(C)C(=O)c2cccc(S(=O)(=O)NCc3ccccc3)c2)c1OC | -0.9 | 19 | 6 | -10 | 12 | 8 | 22 | -4 | 1
Cc1ccc(C)c(CN2CCC(n3nccc3NC(=O)C3CCCC3)CC2)c1 | 0.8 | 5 | -4 | 16 | 4 | -4 | -1 | -4 | 1
O=S(=O)(c1ccc(F)c(F)c1)N1CCN(c2ccccn2)CC1 | -0.6 | -12 | 1 | 9 | -3 | 29 | -3 | -5 | -1
CC(C)c1ccccc1NC(=O)C1CCCN(C(=O)c2ccc(Cl)cc2)C1 (stereo not given) | 0.2 | 15 | -5 | 21 | 5 | 14 | 11 | -5 | 0
COC(=O)C1C(=O)C2=C(CC1C)NC(C)=C(C(=O)OC(C)C)C2c1ccc(C)o1 (stereo not given) | 2.1 | 16 | -5 | 10 | 17 | -22 | 8 | 1 | 0
Cc1ccc(CNC(=O)CCSCc2ccccc2F)cc1 | 1.0 | 16 | -3 | 33 | -1 | 28 | 22 | -3 | -1
O=C(Cn1nc(-c2ccc(Cl)cc2)c2ccccc2c1=O)NN1CCOCC1 | -1.2 | -13 | 2 | -1 | 7 | 16 | -6 | -6 | -1
O=C(O)/C=C/C(=O)Nc1ccc2c(c1)C(=O)c1ccccc1C2=O | 3.2 | 13 | 4 | -22 | 16 | 22 | 14 | 2 | 2
COc1ccc(/C=C/C(=O)C(C(N)=O)=C2SCCS2)cc1 | 6.0 | 31 | 0 | -11 | 0 | 15 | 8 | -1 | -12

3 entries from above, sorted by their value in GRIN3A LBD mod, largest number first:
| Molecule | GRIN3A LBD mod |
| --- | --- |
| COC(=O)C1C(=O)C2=C(CC1C)NC(C)=C(C(=O)OC(C)C)C2c1ccc(C)o1 (stereo not given) | 0 |
| COc1ccc(/C=C2/SC(=O)N(CCNC(=O)C3COc4ccccc4O3)C2=O)cc1 (stereo not given) | -1 |
| COc1ccc(/C=C/C(=O)C(C(N)=O)=C2SCCS2)cc1 | -12 |
